MC4R ag barr – agonists of human melanocortin 4 receptor (MC4R) beta-arrestin. P32245. 360,000 compounds, 0.98% hits. AID 540308. activation, % at 8.9 µM. U2OS MC4R beta-arrestin complementation, luminescence; percent of melanotan II response, DMSO zero;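 active = activation above a per-plate cutoff, the mean activation of sample wells on that plate plus 3 SD, cut at about 8% in these data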
Cardio protect – protects H9c2 cardiomyocytes from peroxide injury; H2O2 injury protection, ATPLite, 2 h; 360,000 compounds, 0.63% hits; protection from H2O2 cell death, % at 20 µM;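 active = compounds giving at least 50% protection of heart cells from peroxide-induced death in the single-dose screen, raw or plate-pattern-corrected value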;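 note: 0% = DMSO wells with peroxide and 100% = DMSO wells without peroxide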
Glyco luc inh – N-linked glycosylation inhibition; D54 ERlucT glycosylation luciferase reporter, 24 h; percent of 100 nM tunicamycin response; reporter increase, % at 12.5 µM; 360,000 compounds, 0.23% hits;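 active = mean luciferase reporter signal, scaled so untreated is 0 and the glycosylation-blocking control 100, at or above a set limit in every replicate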;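 note: luciferase carries N-glycosylation sites so blocking glycosylation raises the light; 0% = median of neutral control wells and 100% = median of 100 nM tunicamycin wells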
ABCB6 inh 2 – blocks the human ABCB6 transporter; AID 602162; fluorescence ratio to DMSO, % at 10 µM; K562-ABCB6 porphyrin accumulation, flow cytometry, 1 h; hits give low values; 360,000 compounds, 0.19% hits;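 active = fluorescence ratio to DMSO below 75%, the collection mean minus 3 SD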;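 note: signal is porphyrin accumulated inside mitochondria; 100% equals median channel fluorescence of DMSO control wells; lower ratio means ABCB6 inhibition with less porphyrin fluorescence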
Exocytosis inh – blocks lytic granule exocytosis | AID 651702 | 360,000 compounds, 0.66% hits | inhibition, % at 10 µM | TALL-104 LAMP-1 surface exposure, flow cytometry; cells stimulated with thapsigargin and PMA;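 active = inhibition above about 55%, limit read from the data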
HTR2A ag – activates the mouse 5-HT2A serotonin receptor; P35363; CHO-K1 mHTR2A beta-arrestin complementation, luminescence; percent of 30 µM serotonin response; activation, % at 7.6 µM; 360,000 compounds, 0.66% hits;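 active = activation above a run cutoff, the mean activation of all tested compounds plus 3 SD, cut at about 14% in these data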;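 note: 0% = plate median of compound wells and 100% = 30 µM serotonin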
ABHD5 PLIN5 PPI – inhibitors of human ABHD5-perilipin-5 interaction | inhibition, % at 4 µM | 360,000 compounds, 0.78% hits | AID 602281 | Split G. princeps luciferase complementation, luminescence, 4 h;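 active = inhibition above the mean inhibition across every tested compound plus 3 SD, cut at about 22% in these data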;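 note: 0% = DMSO only wells and the 100% control is not disclosed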
MC4R antag cAMP – human MC4R antagonism in cAMP assay; MC4R-expressing cells, MTII-stimulated cAMP, LANCE TR-FRET; inhibition, % at 6.5 µM; 360,000 compounds, 0.48% hits; AID 540295;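 active = inhibition above its plate's cutoff, the mean of tested wells on that plate plus 3 SD, cut at about 29% in these data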;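 note: 0% = Melanotan II alone and 100% = Melanotan II plus saturating MCL0020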
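Material – human MC4R-expressing U2OS cells · Repeats – no replicates · Detection – TR-FRET with Eu-cAMP and labeled anti-cAMP, 671 nm · Times – compound 30 min, challenge 1 h, detection 1 h · Compound – single nominal compound dose of 6.5 µM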
PDI inh – blocks human protein disulfide isomerase activity; P07237; PDI insulin aggregation turbidity, A650, 90 min; inhibition, % at 10 µM; 350,000 compounds, 0.052% hits; AID 588391;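 active = mean inhibition across replicates of 30% or more, whatever share of single replicates reach that level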;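 note: absorbance from insulin aggregation driven by PDI reduction with DTT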
CaV13 ICDI inh – Primary screen for inhibitors of IQ motif and Ca2+-dependent inactivation inhibitor domain binding in CACNA1D, Förster resonance energy transfer in living cells, … | AID 743397 | 340,000 compounds, 0.098% hits | inhibition, % at 12.3 µM | HEK cells, CFP/YFP FRET ICDI-IQ, plate reader, 10 min; percent FRET-ratio fall versus neutral wells;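 active = mean replicate inhibition of at least 30% and at least 1% of replicates passing that level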;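 note: 0% = median of the neutral control wells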
Numbers without * were called inactive; x = not tested or not shown. Some of the compounds tested, so the mix of outcomes need not match the whole.

1. CNC(=S)N1CCN(CCN=Cc2c(O)n(-c3ccc(C)cc3)c(=S)[nH]c2=O)CC1
2. CCCNC(=O)N1CCC2(CC1)OCCO2
3. CCC(C)(O)C(=O)OC1C(=O)OC2CC3C(C)=CC(O)C(O)C3(C)C3C4(O)OCC23C1C(C)C4O (configuration not stated)
4. O=C(/C=C/c1ccc(F)cc1)NC(=S)N1C[C@H]2C[C@H](C1)c1cccc(=O)n1C2
5. COC12CCC3(CC1C(C)(O)C(C)(C)C)[C@H]1Cc4ccc(O)c5c4[C@@]3(CCN1CC1CC1)C2O5 (some centres not stated)
6. CC(=O)N(C1=NCCCS1)c1ccccc1F
7. C=CCC1(Cc2ccsc2)C(=O)NC(=O)NC1=O
8. Cc1ccc(S(=O)(=O)CC(C)(O)C(=O)Nc2cccc(C(F)(F)F)c2)cc1 (configuration not stated)

assay / compound | 1 | 2 | 3 | 4 | 5 | 6 | 7 | 8
MC4R ag barr | -0.6 | 0.3 | -0.2 | 0.9 | 4.3 | -1.0 | -1.0 | 0.4
Cardio protect | 13 | 8 | -6 | 0 | 3 | -4 | 3 | -1
Glyco luc inh | 3 | -2 | -19 | -1 | 59* | 0 | 1 | 1
ABCB6 inh 2 | 97 | 94 | 97 | 99 | 100 | 96 | 87 | 100
Exocytosis inh | -15 | 3 | 7 | -4 | -1 | -4 | -3 | 4
HTR2A ag | 0 | -2 | -6 | 5 | 6 | -1 | 0 | -2
ABHD5 PLIN5 PPI | 3 | -3 | 3 | 3 | -4 | -2 | -1 | 4
MC4R antag cAMP | 0 | -5 | -2 | 3 | 14 | 13 | 1 | 1
PDI inh | -13 | 12 | x | x | 3 | -2 | -13 | 1
CaV13 ICDI inh | -4 | -8 | x | x | x | -6 | -8 | -10

9. c1ccc(N2Cc3ccccc3-n3nncc3C2)nc1
10. CC(Cc1ccccc1)NC(=O)Cc1ccc([N+](=O)[O-])cc1 (configuration not stated)
11. FC(F)(F)c1ccccc1N1CC1c1ccncc1 (configuration not stated)
12. CC(=O)c1cccc(OCC(O)CN2CC=C(c3ccccc3)CC2)c1 (configuration not stated)
13. Cc1ccccc1-n1c(O)c(/C=N/Nc2nc3c(c(=O)n(C)c(=O)n3C)n2C)c(=O)[nH]c1=S
14. Cc1ccc(C2=NC(C)(C)N3C2C3c2ccc([N+](=O)[O-])cc2)cc1 (configuration not stated)
15. COc1ccc(CCN)cc1OC
16. COc1cc(C2SCC(=O)Nc3c2c(=O)[nH]n3C2CCCCCC2)cc(OC)c1OC (configuration not stated)

assay / compound | 9 | 10 | 11 | 12 | 13 | 14 | 15 | 16
MC4R ag barr | -0.3 | -0.5 | 2.0 | -0.2 | -3.0 | -1.4 | -2.8 | -0.6
Cardio protect | 22 | 7 | 2 | 4 | 8 | 4 | -3 | 1
Glyco luc inh | 1 | 3 | 0 | 2 | 1 | 0 | -1 | -1
ABCB6 inh 2 | 100 | 97 | 97 | 95 | 101 | 100 | 99 | 102
Exocytosis inh | 3 | 8 | -11 | -2 | 4 | -2 | -6 | 6
HTR2A ag | -1 | 2 | 8 | 19* | -1 | -2 | -2 | 0
ABHD5 PLIN5 PPI | 1 | -7 | -8 | -2 | 0 | -9 | 1 | -5
MC4R antag cAMP | 7 | 3 | 4 | 2 | -8 | -2 | 2 | 0
PDI inh | -3 | -5 | 7 | 1 | 3 | 1 | x | -6
CaV13 ICDI inh | -8 | -1 | -4 | -3 | -3 | -5 | x | -3

17. C=CCn1c(O)c(/C=N/N2CCOCC2)c(=O)[nH]c1=S
18. O=C(CF)N(O)c1ccc(C=Cc2ccccc2)cc1
19. CC(=O)c1c(C)n(Cc2ccccc2)c2ccc(O)cc12
20. CC12CCC3C(CC=C4CC5(CCC43C)OCCO5)C1CCC2=O (configuration not stated)
21. CCCCC(=O)C1C(=O)NC(=O)NC1=O
22. CS(=O)(=O)c1ccc(C2=C(CNC(=O)c3cccnc3)[C@H]3CC[C@@H](C2)N3Cc2ccco2)cc1
23. Cc1nn(Cc2ccccc2)c(C)c1C(=O)OCC(=O)Nc1ccccc1SCC#N
24. c1ccc2c(c1)cc1ccc3cccc4ccc2c1c34
25. Nc1cccc(SC2CC(=O)N(c3ccc(Cl)cc3C(=O)c3ccccc3)C2=O)c1 (configuration not stated)

assay / compound | 17 | 18 | 19 | 20 | 21 | 22 | 23 | 24 | 25
MC4R ag barr | -2.8 | 2.1 | -2.9 | -0.4 | -1.8 | -0.8 | -2.5 | -0.5 | 9.7*
Cardio protect | 3 | -7 | -5 | -18 | 0 | 22 | 5 | -6 | -15
Glyco luc inh | 1 | -8 | -8 | 1 | 4 | 3 | -4 | 5 | -7
ABCB6 inh 2 | 95 | 95 | 83 | 94 | 94 | 96 | 222 | 111 | 95
Exocytosis inh | 8 | -1 | 2 | 0 | 2 | -2 | -6 | 3 | 14
HTR2A ag | 4 | -6 | 1 | 2 | -3 | -7 | -2 | 0 | 4
ABHD5 PLIN5 PPI | -31 | 37* | -8 | 1 | -2 | 4 | -1 | 7 | -6
MC4R antag cAMP | -2 | -2 | -3 | 30* | 11 | 10 | 6 | 3 | -5
PDI inh | 16 | 2 | -1 | -3 | -1 | 1 | 1 | 0 | 3
CaV13 ICDI inh | -17 | -7 | -1 | -4 | -6 | -4 | -6 | -8 | -4
